# GLD-1 RNA inh: GLD-1-TGE RNA interaction inhibition (C. elegans). inhibition, % at 5.96 µM. purified GLD-1 + fluorescein TGE RNA, fluorescence polarization. 320,000 tested, 0.44% active. Q17339;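 active = percent inhibition above a per-plate cutoff, the plate mean of test compounds plus 3 SD, cut at about 30% in these data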;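 also: 0% = DMSO wells with GLD-1 and probe and 100% = wells lacking GLD-1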
# MEX-5 binding: C. elegans MEX-5 TCR-2 RNA binding activity; 300,000 tested, 0.38% active; MEX-5/FITC-TCR2 RNA binding, fluorescence polarization; stronger effect = lower value; Q9XUB2; activity score (negative = inhibition of binding), % at 10 µM;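 active = inhibition past about -25% in most replicates, and total fluorescence under double the plate's negative control median, limit read from the data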;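 also: 0% = DMSO and -100% = 5 µM competing unlabeled TCR2 RNA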
# Efflux pump inh: blocks antifungal efflux pumps in multiplex yeast assay; S. cerevisiae Candida pump triplex, Nile Red efflux; inhibition, % at 10 µM; 330,000 tested, 0.44% active; AID 485275;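 active = plate passing quality check with inhibition over a set limit, or well fluorescence over plate mean plus 4 SD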;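 also: Nile Red retained in pooled yeast measured as flow cytometry median fluorescence; 0% = buffer negative control and 100% = Enniatin B positive control; higher means more Nile Red kept so more efflux inhibition; some compounds called inactive have numbers as strong as hits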
# PME-1 inh: blocks human protein phosphatase methylesterase 1. inhibition, % at 5.9 µM. Q9Y570. recombinant PME-1, FP-Rh probe fluorescence polarization. 320,000 tested, 0.53% active;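 active = inhibition above the campaign mean of all compounds plus 3 SD, cut at about 26% in these data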;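 also: competitive labeling of PME-1 active site by serine hydrolase directed probe; 0% = PME-1 with DMSO and 100% = wells lacking PME-1 enzyme; inhibitors block probe labeling so polarization falls and inhibition rises; many of its hits are not listed in these tables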
# Fam108B inh: counter-screen for RBBP9 inhibitors: inhibitors of mouse Fam108B; recombinant Fam108B, FP-Rh probe fluorescence polarization; inhibition, % at 9.51 µM; 300,000 tested, 0.33% active; AID 1947;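 active = inhibition above the screen mean inhibition plus 3 SD, computed separately per campaign, cut at about 18% in these data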;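 also: inhibitors lower polarization as less probe binds the enzyme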
# Bcl-xL primary: inhibitors of human Bcl-xL; Q07817; 320,000 tested, 0.7% active; GST-Bcl-xL / FITC-Bim BH3 peptide fluorescence polarization; inhibition, % at 10.9 µM;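 active = inhibition above the mean of all tested compounds plus 3 SD, cutoff set per campaign, cut at about 30% in these data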;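 also: 0% = DMSO wells and 100% = unlabeled Bim-BH3 peptide competitor; inhibitors lower millipolarization by displacing the labeled peptide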
# GRK2 aptamer HTS: blocks RNA aptamer binding to human GRK2 | P25098 | bead flow cytometry, FAM-aptamer displacement from GRK2 | inhibition of aptamer binding, % at 10 µM | 330,000 tested, 0.59% active;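 active = inhibition of aptamer binding above 40%, roughly 3 SD of noise, on plates passing a quality check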;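 also: median bead fluorescence of bound FAM aptamer so fluorescent compounds give negative values; no value below 0 was filed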
# MCL1-BIM inh: inhibitors of human MCL1 binding to BIM-BH3 peptide; 320,000 tested, 0.68% active; GST-MCL1 / FITC-Bim-BH3 fluorescence polarization; AID 2057; Q07820; inhibition, % at 10.9 µM;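 active = inhibition above the mean inhibition of all tested compounds plus 3 SD, set per campaign, cut at about 40% in these data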;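 also: 0% = DMSO wells and 100% = unlabeled Bim-BH3 peptide control; higher means more loss of mP so more displacement of Bim peptide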
# VLA-4 inh: inhibition in a human VLA-4 binding assay | P13612 | VLA-4 expressing cells, ligand binding flow cytometry | inhibition, % (about 7 µM as worked out from the volumes in the protocol) | 330,000 tested, 0.2% active | AID 2557; in the data active = inhibition above about 50%
# Target sequence (P13612 whole entry, looked up): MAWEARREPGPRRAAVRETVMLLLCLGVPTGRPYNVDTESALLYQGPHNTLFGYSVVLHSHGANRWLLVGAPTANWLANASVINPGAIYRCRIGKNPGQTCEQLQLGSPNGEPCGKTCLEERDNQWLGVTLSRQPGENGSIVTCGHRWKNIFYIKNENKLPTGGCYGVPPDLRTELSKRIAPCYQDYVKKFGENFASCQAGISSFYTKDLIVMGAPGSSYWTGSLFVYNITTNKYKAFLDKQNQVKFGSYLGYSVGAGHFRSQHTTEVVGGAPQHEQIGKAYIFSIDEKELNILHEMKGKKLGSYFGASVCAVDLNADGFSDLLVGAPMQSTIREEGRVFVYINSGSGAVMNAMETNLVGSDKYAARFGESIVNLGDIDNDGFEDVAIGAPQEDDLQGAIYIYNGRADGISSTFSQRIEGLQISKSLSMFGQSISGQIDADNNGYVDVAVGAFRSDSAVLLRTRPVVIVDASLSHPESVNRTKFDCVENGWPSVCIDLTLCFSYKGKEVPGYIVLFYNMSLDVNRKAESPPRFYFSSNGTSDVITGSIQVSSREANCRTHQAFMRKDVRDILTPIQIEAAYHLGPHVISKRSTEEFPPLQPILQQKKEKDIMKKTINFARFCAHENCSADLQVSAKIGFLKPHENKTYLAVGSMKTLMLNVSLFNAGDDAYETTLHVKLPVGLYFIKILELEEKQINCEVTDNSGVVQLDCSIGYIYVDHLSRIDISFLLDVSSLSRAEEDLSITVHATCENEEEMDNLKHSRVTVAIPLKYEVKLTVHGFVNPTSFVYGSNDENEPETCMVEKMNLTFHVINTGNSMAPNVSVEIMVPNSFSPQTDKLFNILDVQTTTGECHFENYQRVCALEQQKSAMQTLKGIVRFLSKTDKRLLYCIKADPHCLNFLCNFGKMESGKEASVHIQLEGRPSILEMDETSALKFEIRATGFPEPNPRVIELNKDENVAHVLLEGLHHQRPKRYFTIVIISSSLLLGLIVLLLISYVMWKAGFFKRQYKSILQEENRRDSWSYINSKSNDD
# Starred values were filed as active, the others as inactive; . = not tested or not shown. This is a subset (hit frequency here may not be typical).
# Values in the order – GRK2 aptamer HTS	Efflux pump inh	MCL1-BIM inh	VLA-4 inh	MEX-5 binding	PME-1 inh	GLD-1 RNA inh	Bcl-xL primary	Fam108B inh
c1ccc(Nc2nn[nH]n2)cc1
 : 0.0	0.1	4.2	8.0	0.7	-2.0	3.1	4.3	-1.8
Cc1ccc(C(c2nnnn2C2CCCC2)N2c3ccccc3CC2C)cc1 (stereo not given)
 : 2.0	0.5	-3.1	-9.7	0.9	5.3	0.9	-2.7	0.6
O=C(CN1CCN(c2ccccc2F)CC1)NCc1ccc(Cl)cc1
 : 0.0	0.2	6.6	8.8	1.8	3.8	0.6	4.6	1.1
N#CCCSCc1ccc(OCC(=O)O)cc1
 : 0.0	-0.1	6.2	-2.6	-1.7	-7.0	5.2	9.0	-0.5
COc1ccc(C(=O)OCC(=O)c2c(N)n(C)c(=O)n(C)c2=O)c(OC)c1OC
 : 0.0	0.4	.	4.5	.	.	-4.5	.	.
Cc1ccc(S(=O)(=O)CCc2nnc(NC(=O)C3CCCCC3)s2)cc1
 : 1.0	-0.1	-0.7	2.5	0.2	-3.5	0.6	-1.5	-0.9
COc1cnc(-c2ccccn2)nc1NC(C)C
 : 7.0	0.0	5.9	10.0	2.8	0.0	-3.6	8.8	-3.6
Cc1c(Cl)cccc1N/C(SCC(=O)N1CCCCCC1)=C(/C#N)c1nc2ccccc2s1
 : 1.0	0.8	0.7	4.3	1.9	11.2	1.0	-2.9	-2.2
Cc1cc(C)c(S(=O)(=O)Nc2nnc(C(C)C)s2)c(C)c1
 : 0.0	0.0	.	1.4	2.6	.	.	.	.
CCOC(=O)c1ccc(NS(=O)(=O)c2ccc3c(c2)n(C)c(=O)n3C)cc1
 : 0.0	0.2	-1.7	-0.3	0.6	-2.6	6.4	1.2	0.2
Cc1nc(C)c(CCNC(=O)c2ccccc2)s1
 : 0.0	-0.3	9.8	20.9	-2.1	-4.2	9.9	1.4	2.9
CCN(CC)S(=O)(=O)c1ccc(NC(=O)c2cc(-c3cccs3)nc3ccccc23)cc1
 : 0.0	-0.1	2.6	18.5	-0.2	-32.9	2.7	3.9	-33.5
CN1CCN(C(=O)CCc2ccc(S(=O)(=O)NC3CCCCC3)cc2)CC1
 : 0.0	0.0	0.1	-2.9	2.9	-6.9	-7.9	-1.8	-0.3
CC(C)COc1cccc(C(=O)Nc2ccc(N3CCOCC3)cc2N2CCOCC2)c1
 : 2.0	-0.1	-6.5	-3.5	1.2	0.0	5.0	-1.9	-2.8
Nc1nc(-c2ccc(Cl)cc2)nn1C(=O)c1cccs1
 : 3.0	0.0	2.2	4.7	2.3	9.4	-3.9	-2.1	-3.7
O=C(CCCCCNC(=O)c1ccccc1)N/N=C/c1ccccc1O
 : 17.0	0.4	3.6	16.8	.	-11.7	3.1	1.5	2.0
CCn1cc(Br)c(C(=O)NCc2ccco2)n1
 : 0.0	0.4	-5.4	12.4	-0.4	1.7	-1.6	2.2	1.1
O=C(Cc1ccccc1F)Nc1cccc2cccnc12
 : 0.0	0.0	-0.8	8.8	1.2	0.0	6.9	0.5	-0.7
COc1ccc(CCNC(=O)Cn2cnc3c(nnn3Cc3ccccc3F)c2=O)cc1OC
 : 0.0	0.1	0.8	9.6	-0.6	3.2	-5.5	3.1	8.5
Cc1c(C#N)c(O)[nH]c(=O)c1N=Nc1ccc(S(N)(=O)=O)cc1
 : 0.0	-0.1	-20.1	-8.5	-10.1	10.3	-27.3	-7.6	-3.6
COc1ccc(C(C)C)cc1S(=O)(=O)n1cnc(C)c1
 : 0.0	0.0	-4.4	8.5	-2.5	-2.2	5.6	1.6	-3.1
CC(=O)c1ccc(Nc2nc3ccccc3nc2NS(=O)(=O)c2cccs2)cc1
 : 0.0	-0.3	-3.4	0.7	-4.1	13.7	-5.3	3.9	10.2
COC(=O)[C@]1(Cc2ccccc2)N[C@H](CN(C)C(=O)C2CCCCC2)[C@@H]2C(=O)N(Cc3ccccc3)C(=O)[C@@H]21
 : 7.0	0.6	.	-19.5	.	.	-0.5	.	.
CCNC(=S)N(Cc1ccc2c(c1)OCO2)C1CC(=O)N(c2ccc(OC)cc2)C1=O (stereo not given)
 : 0.0	0.0	1.9	-1.6	-2.2	-0.5	-4.5	-7.2	-4.1
O=C(N1CCOCC1)C1(c2ccccc2)CCCCC1
 : 0.0	-0.1	6.8	-1.2	1.5	4.5	-2.0	5.1	3.3
CC(C)N=c1scc(-c2cccs2)n1/N=C/c1ccc(O)c(O)c1O
 : 2.0	-0.1	33.9	0.0	.	13.8	-0.9	5.3	-10.2
ClC1CCCCC1n1nnc2ccccc21 (stereo not given)
 : 0.0	0.0	4.6	-3.0	.	-1.0	-0.9	8.2	-0.6
Cc1nn(-c2ccccc2)c(N)c1C(O)(CSc1nccn1C)C(F)(F)F (stereo not given)
 : 0.0	0.1	-4.0	-91.6	1.2	-4.4	-2.6	0.0	2.5
COC(=O)c1ccc(-c2ccc(/C=N/N3C(=O)C4C5C=CC(CC5)C4C3=O)o2)cc1 (stereo not given)
 : 0.0	0.0	-0.7	-2.8	-0.5	-5.3	0.3	-0.5	0.8
CCN(CC(=O)Nc1c(F)cccc1F)C(=O)CCCc1c[nH]c2ccccc12
 : 0.0	-0.2	0.7	-0.2	-1.6	1.3	4.2	-3.5	-1.6

# Values in the order – GRK2 aptamer HTS	Efflux pump inh	MCL1-BIM inh	VLA-4 inh	MEX-5 binding	PME-1 inh	GLD-1 RNA inh	Bcl-xL primary	Fam108B inh
CCc1ccc(C(=O)Nc2nc3ccccc3[nH]2)cc1
 : 0.0	0.2	-3.0	-4.1	0.6	-1.9	-2.1	1.2	4.2
CC(C)NC(=O)COc1nncc2ccccc12
 : 1.0	0.0	1.0	10.0	-0.1	-3.4	-1.7	3.8	2.0
N#Cc1c(-c2ccccc2)c(C#N)c2nc3ccccc3n2c1N
 : 0.0	0.1	-25.3	-10.5	1.1	-2.1	-18.4	-5.5	-0.3
Cc1cc(C)c(NS(=O)(=O)c2ccc3c(c2)n(C)c(=O)n3C)c(C)c1
 : 0.0	0.0	-1.5	7.7	1.5	0.7	0.8	1.7	-0.5
CC(C)(C)NC(=O)CSc1nc(Cc2ccccc2)nc2ccccc12
 : 0.0	-0.2	-2.2	5.2	-1.6	1.9	9.1	4.5	-1.6
C#CCOCCOCCOCCNc1nc(N2CCN(C(=O)[C@H]([C@@H](C)CC)n3cc([C@@H](N)CO)nn3)CC2)nc(N2CCN(C(=O)[C@H](Cc3cc4ccccc4[nH]3)n3cc([C@@H](N)C(C)CC)nn3)CC2)n1 (stereo not given in full)
 : 0.0	0.2	5.5	-4.6	3.4	-3.2	3.3	7.8	-0.8
O=C(O)CCCCCn1c(SCc2cc(=O)n3cc(Cl)ccc3n2)nc2ccsc2c1=O
 : 0.0	0.7	11.7	25.5	-0.5	-0.2	7.6	10.4	-1.4
CC(NC(=O)Nc1ccc(Cl)cc1)c1ccccc1 (stereo not given)
 : 0.0	0.2	.	-0.3	-3.2	.	.	.	.
O=C(CN1C(=O)CCS(=O)(=O)c2ccccc21)Nc1cccc(Cl)c1
 : 0.0	0.0	15.8	-5.8	3.0	-5.4	6.2	6.8	3.7
O=C(COC(=O)[C@@H]1CCCN1S(=O)(=O)c1ccc(Cl)cc1)NCC(F)(F)F
 : 2.0	0.6	-9.3	-4.6	4.2	5.4	-4.4	-6.9	-0.3
Cc1oc2c(c(C)cc3oc(=O)c(CC(=O)NCCC(=O)O)c(C)c32)c1C
 : 2.0	-0.1	.	24.2	2.4	.	.	.	.
Cc1ccc(NC(=O)C2CCN(S(=O)(=O)c3ccc4c(c3)NC(=O)CO4)CC2)cc1
 : 1.0	0.3	-1.6	-6.6	3.0	-0.6	-0.5	-1.3	1.7
Cc1ccc(C2C(=O)c3ccccc3C2=O)cc1
 : 2.0	-0.1	-0.5	0.2	-0.1	-3.6	-5.7	3.3	0.7
O=C(CN1C(=O)c2ccccc2S1(=O)=O)NCCSCc1ccccc1Cl
 : 0.0	-0.1	-4.5	1.3	0.6	-1.6	3.6	-2.8	-3.5
COc1ccc2c(c1)CCN=C2Cc1ccc(OC)c(OC)c1
 : 5.0	-0.1	2.5	-7.6	-3.0	-7.0	-2.1	2.9	0.2
CCOC(=O)C1=CN(CC2CCCO2)C=C(C(=O)OCC)C1c1ccccc1C(F)(F)F (stereo not given)
 : 0.0	-0.1	4.2	-7.9	0.5	4.7	5.2	4.5	7.7
CCOc1ccc(N2C(=O)CC(S/C(N)=N/N=C/c3cccs3)C2=O)cc1 (stereo not given)
 : 0.0	-0.3	5.6	7.7	-1.8	-6.1	2.9	5.7	-2.1
Cn1c(=O)c2c(C(=O)O)cc(-c3ccccc3)nc2n(Cc2ccccc2)c1=O
 : 3.0	0.0	35.2	2.3	-11.2	0.3	21.8	37.6*	1.3
COc1ccc(C(C(=O)NC2CCCCC2)N(C(=O)Cc2c[nH]c3ccccc23)c2ccc(NC(C)=O)cc2)cc1OC (stereo not given)
 : 3.0	0.0	-5.8	-3.8	-0.3	1.7	-5.6	2.0	4.0
COc1ccccc1NC(=O)COC(=O)c1ccccc1OCC(=O)Nc1ccc(SC(F)F)cc1
 : 0.0	-0.1	11.2	2.3	-1.7	-1.8	-0.9	2.8	-2.4
COc1ccc(C(=O)c2nc3c(n2O)CCCCC3)cc1
 : 3.0	0.0	5.6	4.3	1.6	0.1	10.2	5.0	7.3
CC(=O)c1cnc(Oc2cc(Cl)ccc2Cl)nc1C
 : 0.0	-0.1	-11.4	1.7	0.6	-0.3	5.0	0.0	3.3
CC12CCC(C(=O)N(CC(O)CN3CCCCCC3)C1=O)C2(C)C (stereo not given)
 : 1.0	-0.1	5.6	2.2	-0.1	0.0	-1.4	2.8	1.8
Cc1cc(C(=O)COC(=O)c2n[nH]c3ccccc23)c(C)n1CC1CCCO1 (stereo not given)
 : 1.0	0.0	0.0	-6.5	-0.3	-4.2	-3.1	2.8	-1.8
COc1ccc(CN2CCN(Cc3cc4ccccc4o3)CC2CCO)c(F)c1 (stereo not given)
 : 2.0	-0.1	.	-3.9	1.3	.	.	.	.
CNS(=O)(=O)c1ccc(NC(=O)c2csc(C)c2)cc1
 : 2.0	-0.1	-4.5	1.3	-2.4	2.6	-3.4	2.0	-3.5
CC1CC(C)CN(C(=O)COC(=O)c2cc([N+](=O)[O-])ccc2N2CCOCC2)C1 (stereo not given)
 : 0.0	0.1	-1.8	-13.1	-1.1	-7.6	-7.4	-6.9	3.9
O=C1c2ccccc2NC(c2ccccc2)N1Cc1ccccc1 (stereo not given)
 : 1.0	-0.1	5.7	16.0	2.6	1.1	4.1	2.9	3.1
O=S(=O)(c1ccccc1)c1nc(Cc2ccccc2)oc1N1CCOCC1
 : 1.0	-0.1	22.4	3.1	0.2	-2.4	4.2	9.2	-2.6
Cc1ccc(C23CC4CC(CC(C(=O)NC(C)C(=O)O)(C4)C2)C3)cc1 (stereo not given)
 : 1.0	0.0	-2.3	2.8	0.4	2.1	5.2	-0.6	-2.4
COc1cccc(NC(=O)CN(c2ccc(C)cc2)S(=O)(=O)c2c(C)nn(C)c2C)c1
 : 0.0	0.0	5.1	9.8	1.9	4.7	1.4	10.7	-0.2

# Compound activity: PubChem BioAssay, several laboratories
